Source: PubChem BioAssay (The Scripps Research Institute Molecular Screening Center)
ARFGAP1 inhibitor – inhibits rat ARF GTPase activating protein 1 | Arfgap1-stimulated ARF1 GTP hydrolysis, GDP FP detection | hit rate 0.26% among 360,000 | inhibition, % at 16.5 µM | Q62848;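 active means inhibition above a per-plate limit, mean inhibition of low control wells plus 3 SD, cut at about 25% in these data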;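 further: 0% = DMSO wells with enzyme and 100% = wells lacking Arfgap1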
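Assay system: Rat Arfgap1 GAP domain (His6, aa 1-136), purified enzyme | Buffer or medium: HEPES 25 mM pH 7.5, NaCl 150 mM, MgCl2, DTT | Schedule: GTP hydrolysis reaction 2 h at 25 °C | Signal: FP of antibody-bound GDP Alexa 633 tracer, ex 620/em 688 nm | Measure: Percent inhibition of Arfgap1-stimulated GTP hydrolysis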
KLK7 zymogen act – activates the human kallikrein-7 zymogen. P49862. AID 652039. purified proKLK7, EDANS-DABCYL substrate fluorescence; 100% is mature enzyme control, 0% vehicle. hit rate 0.9% among 370,000. activation, % at 7 µM;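 active means activation above the mean of all tested compounds plus 3 SD, computed per campaign excluding outliers beyond control limits, cut at about 13% in these data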
Target sequence (P49862 whole entry, looked up): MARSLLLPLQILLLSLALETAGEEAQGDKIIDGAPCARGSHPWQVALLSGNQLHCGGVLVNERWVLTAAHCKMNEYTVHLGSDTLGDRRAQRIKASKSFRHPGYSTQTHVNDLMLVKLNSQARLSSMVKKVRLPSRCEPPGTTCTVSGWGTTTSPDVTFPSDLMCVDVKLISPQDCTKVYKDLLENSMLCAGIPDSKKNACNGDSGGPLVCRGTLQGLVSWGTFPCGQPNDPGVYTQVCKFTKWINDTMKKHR
DDE Tn7 FP inh – DD(E)-Tn7 binding inhibition, primary FP screen. P02675. FP displacement of FITC-Tn7 peptide from fibrin DD(E); 0% = median of compound wells per plate. inhibition, % at 8.3 µM. hit rate 0.13% among 370,000. AID 720508;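 active means inhibition above the mean of compounds falling within the control limits plus 3 SD of them, cut at about 14% in these data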;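 further: 0% = plate median of compound wells and 100% = 10 µM Aha-Tn7 peptide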
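Measure: % inhibition scaled between sample-field median and high-control FP; Test system: human fibrin DD(E); Quantity: 2 µM final DD(E) protein; Doses: one dose, 8.3 µM nominal; Schedule: compound with protein 10 min, then 3 h after probe, room temperature; Detection: fluorescence polarization; Medium: Tris buffer with calcium and detergent, pH 7.8.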
MBD2 DNA inh – blocks human MBD2 binding to methylated DNA; Q9UBB5; TR-FRET, MBD2 binding to methylated oligonucleotide; inhibition, % at 4.4 µM; hit rate 0.31% among 370,000; AID 686964; in the data active means inhibition above about 13%
Target sequence (Q9UBB5 whole entry, looked up): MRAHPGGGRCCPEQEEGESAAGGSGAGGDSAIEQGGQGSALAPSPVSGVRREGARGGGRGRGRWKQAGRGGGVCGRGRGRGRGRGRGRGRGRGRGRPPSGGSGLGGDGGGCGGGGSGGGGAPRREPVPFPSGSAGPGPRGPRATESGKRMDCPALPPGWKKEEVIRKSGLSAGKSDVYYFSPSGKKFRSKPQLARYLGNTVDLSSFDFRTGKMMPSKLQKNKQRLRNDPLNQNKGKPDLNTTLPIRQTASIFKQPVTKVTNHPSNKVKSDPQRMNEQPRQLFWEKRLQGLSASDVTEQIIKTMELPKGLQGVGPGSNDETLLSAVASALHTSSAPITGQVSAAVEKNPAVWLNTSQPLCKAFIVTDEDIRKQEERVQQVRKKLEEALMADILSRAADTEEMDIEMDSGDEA
UHRF1 binding – human UHRF1 methylated DNA binding inhibitors; UHRF1 binding to methylated oligo, TR-FRET; inhibition, % at 4.4 µM; hit rate 0.75% among 370,000; AID 687016; in the data active means inhibition above about 21%;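 further: UHRF1 SRA domain binding a hemimethylated CpG hairpin DNA probe; 0% = median of test compound wells and 100% = reference inhibitor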
PLCg1 inh – PLC-gamma1 (human) inhibition, primary screen; hit rate 0.84% among 370,000; purified PLC-gamma1, fluorogenic substrate, fluorescence; inhibition, % at 12.2 µM; P19174; in the data active means inhibition above about 9.5%
PLC-beta3 inh – inhibitors of human phospholipase C beta3; Purified PLC-beta3, fluorogenic substrate, fluorescence; inhibition, % at 12.2 µM; hit rate 0.18% among 370,000; AID 720704; in the data active means inhibition above about 11%;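 further: 0% = median of compound wells on plate and 100% = full blocker control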
Tn6 DDE FP – DD(E)-Tn6 binding inhibition, primary FP screen; AID 720509; Fibrin DD(E) TRITC-Tn6 fluorescence polarization displacement; P02675; inhibition, % at 8.3 µM; hit rate 0.21% among 370,000;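 active means inhibition above a per-campaign cutoff: mean of compounds within control limits plus 3 SD, cut at about 15% in these data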;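 further: 0% = median of all compound wells on the plate and 100% = blocking peptide control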
ASAP1 GAP inh – inhibitors of human ASAP1 ArfGAP activity; Q9ULH1; ASAP1-stimulated ARF1 GTP hydrolysis, GDP FP detection; inhibition, % at 16.5 µM; hit rate 0.19% among 360,000; in the data active means inhibition above about 25%;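 further: 0% = vehicle with enzyme and substrate and 100% = no enzyme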
Target sequence (Q9ULH1 325-724 limits assumed): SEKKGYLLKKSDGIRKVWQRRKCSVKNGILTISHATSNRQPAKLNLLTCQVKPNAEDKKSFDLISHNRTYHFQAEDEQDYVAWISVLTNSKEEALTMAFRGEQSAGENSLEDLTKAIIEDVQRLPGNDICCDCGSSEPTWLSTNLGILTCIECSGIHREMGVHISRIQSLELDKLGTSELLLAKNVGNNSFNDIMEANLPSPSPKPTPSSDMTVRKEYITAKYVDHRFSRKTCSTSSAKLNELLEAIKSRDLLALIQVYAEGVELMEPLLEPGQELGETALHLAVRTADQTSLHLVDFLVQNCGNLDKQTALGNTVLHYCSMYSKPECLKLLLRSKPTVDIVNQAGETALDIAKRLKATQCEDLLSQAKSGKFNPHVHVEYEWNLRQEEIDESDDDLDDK
ADAM17 inh – inhibitors of human ADAM17. P78536. recombinant ADAM17, EDANS/DABCYL FRET peptide cleavage. inhibition, % at 6.95 µM. hit rate 0.83% among 370,000;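 active means inhibition above the mean of compounds lying between control limits plus 3 SD, set per campaign, cut at about 8.5% in these data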;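 further: 0% = DMSO-only wells as the low control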
The depositor's hits bear a star; x = not tested or not shown. Not a hit list, and some 4.1% of all compounds hit somewhere here.

PLCg1 inh	Tn6 DDE FP	KLK7 zymogen act	ARFGAP1 inhibitor	ASAP1 GAP inh	ADAM17 inh	MBD2 DNA inh	PLC-beta3 inh	UHRF1 binding	DDE Tn7 FP inh	SMILES
0.9	-10.5	0.6	20.8	-0.1	-5.9	0.3	-2.4	-2.9	-8.1	COc1ccc(Br)cc1CN1CCN(Cc2c[nH]c3ccccc23)CC1
0.4	-1.7	-0.2	6.5	-10.0	-4.8	2.8	-0.1	-0.5	2.3	O=C(O)CCCC(=O)OCCc1cc2ccccc2c(=O)o1
1.6	-2.7	1.0	3.7	-7.1	0.2	-1.8	-4.2	-2.2	1.0	COc1ccc(NC(=O)c2cc(C3CCCCN3C(=O)c3ccc(Cl)cc3)on2)c(C)c1 (stereo unspecified)
-0.8	2.1	-0.1	-3.2	-2.0	0.5	-0.4	-4.6	-1.6	-5.0	CCOc1ncccc1C(=O)Nc1ccc2c(c1)OCO2
5.3	5.4	0.2	-0.5	2.6	-1.0	0.8	3.9	-0.4	0.4	CCOC(=O)c1c(C)[nH]c(C)c1C(=O)CSc1nc2ccccc2n1CCOC
1.9	1.8	-0.1	4.3	14.8	4.3	-2.0	-1.3	-3.2	-9.7	O=C(CN1CCN(Cc2ccccc2)CC1)c1ccc(Br)cc1
-3.5	-11.1	-0.4	11.9	-4.5	-0.5	10.0	-11.3	6.8	1.1	O=C(/C=C/c1cccs1)Nc1ccc(N2CCOCC2)c(S(=O)(=O)Nc2cc(Cl)ccc2Cl)c1
0.9	0.3	-0.2	-0.2	7.6	-0.3	-0.2	-7.1	0.0	-7.7	O=C(CSc1ccc(-c2cccnc2)nn1)c1ccc([N+](=O)[O-])cc1
-0.9	-4.2	0.3	-2.7	2.8	-3.8	4.9	-2.3	2.1	-0.1	CN(CC(=O)Nc1ccc(F)cc1)C(=O)COC(=O)c1nc(Cl)ccc1Cl
2.6	-2.2	0.9	8.2	4.6	-2.6	-0.9	4.8	2.6	3.4	COCC1CCCN(C(=O)c2ccc3oc(Cc4ccc(Cl)cc4)nc3c2)C1 (stereo unspecified)
-23.7	3.2	1.1	1.9	4.5	-5.2	6.9	-43.0	24.9*	-8.3	CCn1c(SCc2nc3sc(C(=O)O)c(C)c3c(=O)[nH]2)nc2ccccc21
1.2	-3.9	-0.7	18.7	-1.1	0.4	0.1	-8.3	0.8	4.7	COc1ccc2sc(N(CCCN(C)C)C(=O)c3ccc(C(=O)c4ccccc4)cc3)nc2c1

Some of the entries so far, as labelled records:
Molecule: COc1ccc2sc(N(CCCN(C)C)C(=O)c3ccc(C(=O)c4ccccc4)cc3)nc2c1
  PLCg1 inh = 1.2	Tn6 DDE FP = -3.9	KLK7 zymogen act = -0.7	ARFGAP1 inhibitor = 18.7	ASAP1 GAP inh = -1.1	ADAM17 inh = 0.4	MBD2 DNA inh = 0.1	PLC-beta3 inh = -8.3	UHRF1 binding = 0.8	DDE Tn7 FP inh = 4.7
Molecule: O=C(CSc1ccc(-c2cccnc2)nn1)c1ccc([N+](=O)[O-])cc1
  PLCg1 inh = 0.9	Tn6 DDE FP = 0.3	KLK7 zymogen act = -0.2	ARFGAP1 inhibitor = -0.2	ASAP1 GAP inh = 7.6	ADAM17 inh = -0.3	MBD2 DNA inh = -0.2	PLC-beta3 inh = -7.1	UHRF1 binding = 0.0	DDE Tn7 FP inh = -7.7

Other results follow:
PLCg1 inh	Tn6 DDE FP	KLK7 zymogen act	ARFGAP1 inhibitor	ASAP1 GAP inh	ADAM17 inh	MBD2 DNA inh	PLC-beta3 inh	UHRF1 binding	DDE Tn7 FP inh	SMILES
-0.9	6.3	0.4	15.6	-5.8	-2.4	-0.1	-2.0	0.7	-3.4	Cc1ccc(C(=O)NC2CCN(S(=O)(=O)c3ccccc3F)CC2)cc1
-2.1	-9.7	0.7	-0.9	-0.4	-3.0	0.3	-3.5	2.8	6.9	COCCN(Cc1cc2ccc(C)cc2n2nnnc12)Cc1nnnn1C(C)(C)C
-0.9	-4.8	0.9	9.2	0.4	0.8	-1.6	-3.9	3.9	-3.3	O=C(Nc1nc(-c2ccc(F)cc2)cs1)c1ccc(N2C(=O)CCC2=O)cc1
0.2	-1.8	0.3	2.3	14.6	0.3	-6.2	-8.8	-1.8	-3.3	C/C(=N/NC(=O)c1ccccn1)c1c[nH]c2ccccc12
3.8	2.5	0.2	-2.6	-1.0	7.6	-3.8	3.0	-0.5	1.7	CN(C(=S)Oc1ccc(C(=O)Nc2ccccc2)cc1)c1ccccc1
1.7	-7.8	-0.4	-0.6	-0.3	-1.3	9.0	-9.1	-0.6	0.0	COc1ccc(CCC(=O)Nc2ccc(OC)c(S(=O)(=O)N3CCCCC3)c2)cc1OC
-2.3	3.9	0.5	-4.3	3.7	2.9	-2.4	1.6	2.8	-1.0	CN(CC(=O)Nc1ccccc1Cl)C(=O)COC(=O)c1cc(S(=O)(=O)N(C)C)ccc1N1CCCC1
-0.6	-9.0	0.8	10.2	4.0	3.9	-1.4	-7.8	1.6	-3.0	CC(=O)c1ccc(Sc2ccc(C(C)=O)cc2)cc1
-268.7	-1.7	-3.6	4.5	-3.3	-22.9	4.6	-381.2	7.8	3.6	COc1cc(C2C(C#N)=C(N)N(Nc3ccccc3)C3=C2C(=O)CC(C)(C)C3)ccc1OCc1ccccc1 (stereo unspecified)
4.9	-6.2	-0.2	0.9	-11.7	-0.3	-5.6	1.8	-2.2	-1.6	C[C@]12CC[C@@H]3c4ccc(O)cc4CC[C@H]3[C@@H]1CC[C@@H]2OC(=O)CCC1CCCC1
2.6	-10.7	-0.2	6.9	10.3	-0.6	1.0	-3.6	4.0	-3.5	CCc1ccc2[nH]c(=O)c(CN(Cc3ccccc3OC)C(=O)Nc3ccccc3OC)cc2c1
3.7	3.1	1.0	5.5	-0.6	0.9	-0.3	4.2	0.9	-1.5	CCOc1[nH]n(-c2ccc(Cl)cc2)c(=O)c1C=Nc1ccc(OC)cc1
5.9	8.0	-0.4	-4.5	-7.8	5.6	1.3	5.1	3.3	-12.4	COc1ccc(NC(=O)C2CCN(C(=O)c3ccc(OC)cc3)CC2)cc1
-3.2	-2.8	-0.9	8.4	-6.9	2.1	3.7	-2.0	-5.4	4.9	NNC(=O)c1cccc(COc2ccc(Br)cc2)c1
0.9	0.0	0.2	3.2	-2.8	-1.2	-3.5	1.1	3.7	1.4	CC(C)CC(NC(=O)OC(C)(C)C)C(=O)NC(C(=O)NC(C)C(N)=O)C(C)C (stereo unspecified)
6.0	-0.4	-0.3	-4.0	17.0	0.6	1.1	4.9	2.6	-1.8	CCN(CC(=O)Nc1cccc(OC)c1)C(=O)c1ccc(C)s1
1.4	-5.0	0.2	4.2	-4.2	3.0	4.3	-10.4	1.7	4.6	Cc1ccc(S(=O)(=O)NCC(c2cccnc2)N2CCN(Cc3ccccc3)CC2)cc1 (stereo unspecified)
-0.4	1.6	0.2	-5.2	-3.0	-0.9	-0.9	1.2	-2.5	-0.6	O=C(CSc1nc(-c2ccc(F)cc2)cs1)NCC1CCCO1 (stereo unspecified)
-1.5	1.1	0.2	11.8	-1.3	0.7	0.7	4.2	-2.3	-3.4	Cc1ccc(/C=N/NC(=O)C(C)Oc2ccccc2[N+](=O)[O-])s1 (stereo unspecified)
4.3	-4.0	-0.5	8.0	6.5	3.6	-3.9	-0.6	-0.6	4.3	Cc1ccc(S(=O)(=O)N2CCOC2CNC(=O)C(=O)NCCCN2CCOCC2)cc1 (stereo unspecified)
1.5	5.0	-0.6	6.0	-1.0	4.8	-6.5	-3.8	-1.0	-4.7	Cc1ccc(S(=O)(=O)NCCC(=O)NCc2ccccn2)cc1
2.0	-7.4	-0.4	-4.1	0.7	-1.6	-0.5	3.4	1.0	-3.1	O=C(Cc1ccsc1-c1ccccc1)NO
2.9	0.6	-1.0	10.8	6.4	-3.3	-0.6	-2.2	0.6	-6.2	CC(C)(CN1CCCN(CC(C)(C)C(=O)O)C1=O)C(=O)O
-3.1	5.9	0.3	10.5	9.6	2.9	3.4	-8.2	-1.4	3.7	O=C(Nc1cccc(-c2nc3ncccc3o2)c1)c1cc2ccccc2o1
-11.3	-6.2	1.9	6.5	3.8	-36.5	6.9	-13.4	3.5	2.8	O=C(NCc1cccnc1)c1ccc(=O)oc1
0.4	-5.6	0.4	-9.1	-0.2	-2.7	1.6	-0.1	-4.4	7.7	CN1C(=O)C(CC#N)(C2(CC#N)C(=O)N(C)c3ccccc32)c2ccccc21 (stereo unspecified)
7.7	10.2	0.5	3.8	-9.3	1.2	-0.6	9.1	4.5	-1.3	COc1ccc(OCc2nnc(SCC(=O)O)n2N)cc1
-164.3	-10.2	1.6	10.8	-3.8	-8.4	-4.9	-153.6	-0.4	-9.1	CCN(CC)c1ccc(/C=N\NC(=O)c2cccc3cc[nH]c23)cc1
1.8	4.8	-0.1	-4.6	-8.1	-0.6	3.9	4.8	0.0	-2.4	CCn1c(SCC(=O)NCc2ccccc2)nc2c(c1=O)SC(C)C2 (stereo unspecified)
1.9	-0.5	-0.6	-3.4	1.3	-2.5	4.7	-0.5	2.1	2.5	O=C(NCc1ccc(Cl)cc1)c1ccc(-n2cccn2)nc1
5.2	0.3	0.7	4.1	6.6	2.4	-5.1	8.8	4.1	2.2	Cn1c(=O)c2c(nc(SCCN3CCCCC3)n2Cc2ccccc2)n(C)c1=O
1.7	-8.4	-0.4	-1.4	-17.5	-4.3	2.7	-5.4	-1.5	4.3	O=C(O)c1csc(-c2cccs2)n1
5.3	5.8	-0.3	-4.1	-1.0	0.5	9.8	5.4	20.7	-3.0	CSc1nc2ccc(S(N)(=O)=O)cc2s1
-10.3	13.0	0.5	-3.7	0.7	-19.8	0.4	-11.1	-0.6	5.9	O=C(NCC1CC1)C1Cc2c(-c3ccc4c(c3)OCO4)ccnc2O1 (stereo unspecified)
-2.2	5.1	0.1	1.4	0.1	-3.8	-0.2	0.9	0.0	-1.8	O=[N+]([O-])c1c(Cl)cc(Cl)cc1Cl
-197.7	15.6*	3.4	7.3	-6.1	-264.4	3.0	-256.2	-0.5	-1.2	N=c1c(C(=O)NC2CCCC2)cc2c(=O)n3ccccc3nc2n1CCN1CCOCC1
-48.8	3.2	0.4	-12.3	1.5	-17.6	-1.6	-69.3	-7.7	0.5	COc1ccc(C[C@H]2c3cc(O)c(OC)cc3CC[N+]2(C)[O-])cc1O (stereo partly specified)
-2.8	-9.5	0.6	x	x	0.5	-4.7	-1.7	-1.8	0.7	COc1ccc(OC)c(S(=O)(=O)Nc2ccc(C(=O)Nc3cc(C)on3)cc2)c1
0.3	1.0	0.4	-9.8	-7.2	0.6	-7.0	-4.6	1.3	8.2	CC(C)c1ccccc1OCC(=O)Nc1nnc(C2CC2)s1
2.4	4.9	0.7	-2.0	9.6	0.1	-1.1	1.9	-2.0	1.3	CCCC(=O)N1CCOCC1c1cc(C(=O)NCc2ccccc2)no1 (stereo unspecified)
1.5	13.2	-0.1	11.9	8.1	-1.9	0.1	5.0	-1.4	-9.7	CCCNC(=S)N1CCC(c2nc3cc(C)c(C)cc3[nH]2)CC1
-17.1	-1.3	0.6	12.0	-3.8	2.0	-2.7	-14.7	2.0	1.2	Cc1[nH]c2ccccc2c1/C=C(\C#N)C(=O)NCc1ccccc1
